HP1b binding inh – blocks HP1-beta chromodomain binding to methylated histone tails. AlphaScreen HP1-beta / biotin-H3K9me3 peptide binding. Potency, µM (top dose mostly 114 µM), without a hit: at the top dose activity change, negative = inhibition, hits mostly inhibitors. 390,000 tested, 0.56% active; note: potency is the fitted concentration of half-maximal effect; nearly all actives have a fitted effect of over 70% in size; inactives centre near 23
Target sequence (P83916 whole entry, looked up): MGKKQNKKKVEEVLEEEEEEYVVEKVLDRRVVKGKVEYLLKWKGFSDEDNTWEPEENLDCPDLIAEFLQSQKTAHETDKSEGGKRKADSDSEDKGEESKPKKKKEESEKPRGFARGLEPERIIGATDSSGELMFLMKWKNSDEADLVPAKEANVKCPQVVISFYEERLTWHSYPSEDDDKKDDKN
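Compound inhibition of the preformed complex between 50 nM HP1-beta and 50 nM biotinylated H3K9me3 peptide was read by AlphaScreen. Buffer was PBS pH 7.4 with 0.01% Tween-20. Incubations ran 30 min at room temperature, with 10 ug/mL donor/acceptor beads.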
USP1-UAF1 inh – USP1/UAF1 (human) deubiquitinase inhibition; O94782; recombinant USP1/UAF1, Ub-Rhodamine cleavage fluorescence; Potency, µM (titrated, usually from 57.1 µM), without a hit: at the highest dose activity change, negative = inhibition, usual class: inhibitors; 390,000 tested, 0.23% active; note: potency is the fitted concentration of half-maximal effect; % is set by controls: 0 for no effect and ±100 for the full control effect; nearly all actives have a fitted effect of over 60% in size; inactives centre near -12
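USP1/UAF1 complex (1 nM) preincubated 15 min at room temperature with compound, then Ub-Rho substrate (150 nM final) added. Kinetic fluorescence at 480/540 nm over 6 reads at 60 s intervals; 50 mM HEPES pH 7.8, 0.5 mM EDTA, 0.1 mg/ml BSA, 1 mM TCEP, 0.01% Tween-20.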
rTrxR1 inhibitor – rat TrxR1 inhibition; AID 588453; O89049; Potency, µM (titrated, usually from 114 µM), for the others: at the top dose activity change, negative = inhibition, hits mostly inhibitors; 390,000 tested, 1% active; recombinant rTrxR1, NADPH fluorescence consumption, selenite substrate; note: potency is the fitted concentration of half-maximal effect; % is set by controls: 0 for no effect and ±100 for the full control effect; nearly all actives have a fitted effect of over 65% in size
Target sequence (O89049 whole entry, looked up): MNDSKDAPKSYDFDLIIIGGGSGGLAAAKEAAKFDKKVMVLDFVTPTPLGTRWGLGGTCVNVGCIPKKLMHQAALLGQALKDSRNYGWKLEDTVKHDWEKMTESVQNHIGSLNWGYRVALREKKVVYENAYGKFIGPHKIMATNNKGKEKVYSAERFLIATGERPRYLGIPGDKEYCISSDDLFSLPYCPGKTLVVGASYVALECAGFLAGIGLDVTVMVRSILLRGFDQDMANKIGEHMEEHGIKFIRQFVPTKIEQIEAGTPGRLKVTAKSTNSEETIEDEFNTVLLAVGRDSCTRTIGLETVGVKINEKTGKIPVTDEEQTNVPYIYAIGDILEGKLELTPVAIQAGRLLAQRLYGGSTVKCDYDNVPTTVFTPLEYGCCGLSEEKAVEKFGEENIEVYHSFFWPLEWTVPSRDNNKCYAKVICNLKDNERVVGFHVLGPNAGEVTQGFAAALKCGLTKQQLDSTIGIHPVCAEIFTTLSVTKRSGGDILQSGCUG
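Rat TrxR1 (90 nM in the dispensed reagent) was pre-reduced with 400 uM NADPH for 5 min at room temperature, then incubated with compound for 15 min. After 400 uM selenite was added, NADPH fluorescence (Ex 340/Em 450 nm) was followed for 8 min.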
TrxR1 substrate – is turned over as a substrate by rat TrxR1; 390,000 tested, 0.01% active; purified TrxR1 substrate turnover, NADPH consumption readout; Potency, µM (doses to about 114 µM), inactives show at the top dose activity change, negative = substrate turnover; AID 588456; note: potency is the fitted concentration of half-maximal effect; % is set by controls: 0 for no effect and ±100 for the full control effect; nearly all actives have a fitted effect of over 50% in size
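Rat TrxR1, dispensed at 90 nM, was prereduced with 400 uM NADPH (final) for 5 min at ~22 deg C, then incubated with compound 15 min before 400 uM selenite. A first-read NADPH fluorescence drop versus no-compound background flagged substrates.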
PI4K2A inh – inhibitors of human PI4K2A. 420,000 tested, 0.13% active. AID 1346378. Q9BTU6. purified PI4K2A, ADP-Glo luminescence, 1 h; stronger effect = lower value. activity change, negative = inhibition, % at 76.9 µM; in the data active = activity change below about -50%; inconclusive = mostly about -30% to -49%;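 note: -100% = wells without enzyme as full effect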
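Compounds are screened against recombinant PI4K2A using PI as substrate and ATP, the latter dispensed at 300 microM. Reactions run one hour at ambient temperature before ADP-Glo detection; full inhibition defined by wells lacking enzyme.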
Tb PGK inh – blocks T. brucei phosphoglycerate kinase; AID 602233; 380,000 tested, 0.043% active; PGK/GAPDH coupled, Kinase-Glo luminescence, 60 min; Potency, µM (top dose mostly 57.5 µM), inactives show top-dose activity change, negative = inhibition, most hits filed as inhibitors; note: potency is the fitted concentration of half-maximal effect; % is set by controls: 0 for no effect and ±100 for the full control effect; nearly all actives have a fitted effect of over 60% in size
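Luminescent ATP detection (Kinase-Glo Plus) follows a 60-minute room-temperature incubation, with wells lacking PGK as controls. Buffer: 100 mM TEA (pH 7.6), 5 mM MgCl2, 0.01% Tween-20. Coupling enzyme GAPDH (100 nM final) supplies unstable 1,3-BPG in-well.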
Pin1 inhibitor – blocks the human prolyl isomerase Pin1; 390,000 tested, 0.009% active; Q13526; Potency, µM (top dose mostly 115 µM), for inactives: at the highest dose activity, negative = inhibition, hits mostly inhibitors; AID 504891; Pin1 FP peptide displacement, HiFluor488, 10 min; active = well fitted inhibition curve with a large enough effect in the polarisation, with a control signal flat, not every such curve was filed as active; inconclusive = small, poorly fitted or top-dose-only effect, or effect the other way, or a change in a side signal; inactive = no such curve, though single readings can be large or run the other way; the % refers to the polarisation; note: potency is the fitted concentration of half-maximal effect; % is set by controls: 0 for no effect and ±100 for the full control effect
Target sequence (Q13526 whole entry, looked up): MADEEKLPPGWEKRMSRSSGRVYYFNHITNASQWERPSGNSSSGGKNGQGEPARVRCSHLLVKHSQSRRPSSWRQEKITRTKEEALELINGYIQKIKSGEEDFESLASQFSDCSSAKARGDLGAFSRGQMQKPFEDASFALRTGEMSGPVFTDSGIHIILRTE
IDH1 R132H inh – human IDH1 R132H inhibition; O75874; IDH1-R132H enzyme, NADPH consumption, diaphorase/resazurin fluorescence; Potency, µM (titrated, usually from 76.6 µM), for inactives: at the highest dose activity change, negative = inhibition, usual class: inhibitors; 390,000 tested, 0.093% active; note: potency is the fitted concentration of half-maximal effect; % is set by controls: 0 for no effect and ±100 for the full control effect; nearly all actives have a fitted effect of over 65% in size
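IDH1-R132H (0.5 ug/mL dispensed) in pH 7.5 Tris buffer was preincubated 30 min with compound, then given a substrate mix of 0.016 mM NADPH and 2 mM alpha-KG for 80 min at room temperature; remaining NADPH was read by diaphorase/resazurin fluorescence.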
GLS inh – blocks human kidney-isoform glutaminase activity; O94925; GLS enzymatic activity, qHTS titration; Potency, µM (highest dose often 45.5 µM), for inactives: at the top dose activity change, negative = inhibition, most hits filed as inhibitors; 410,000 tested, 0.21% active; note: potency is the fitted concentration of half-maximal effect; % is set by controls: 0 for no effect and ±100 for the full control effect
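hKGA; 45 mM KH2PO4 pH 8.2 + 0.02% Tween-20; cpd via pin tool; 1 mM Gln soln; GluOx/HRP/Amplex Red; RT 30 min; fluor. t0 & final.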
* marks the source's active call; other numbers are inactive results; i = inactive; ? = inconclusive; . = not tested or not shown; [ ] = another dose, or the depositor's remark. Unless noted, calls come from the whole dose curve; as a rule, active = well fitted curve in the direction sought with a large enough effect; inconclusive = small, poorly fitted or top-dose-only effect, or another doubt; inactive = no such curve, though single readings can be large; an effect the other way counts as inactive or inconclusive. A portion of the library; count on the stated rates, not on these rows.

SMILES	HP1b binding inh	USP1-UAF1 inh	rTrxR1 inhibitor	TrxR1 substrate	PI4K2A inh	Tb PGK inh	Pin1 inhibitor	IDH1 R132H inh	GLS inh
COCCN1CCN(C(=O)c2ccc3nc(Cc4ccc(OC)c(OC)c4)oc3c2)CC1	16.3%	-0.5%	-13.7%	0.1%	0.7	-4.1%	-24.2%	2.4%	0.0%
CC(NC(=O)CN1CCCC1)c1ccccc1 (centres undefined)	10.2%	-1.0%	-6.6%[57.1 µM]	-5.5%[57.1 µM]	-2.2	13.1%	-6.4%	1.0%	2.5%
COc1ccc(-c2[nH]ncc2CN2CCC(OCc3ccccc3)CC2)c(F)c1	-8.0%	-25.4%	-3.0%[57.1 µM]	-1.4%[57.1 µM]	3.6	-8.6%	-3.7%	-1.0%	-0.7%
c1ccc2nc3c(cc2c1)CCCCC3	7.2%	-20.4%	-7.8%	-3.1%	5.3	-5.9%	1.4%	2.0%	?
COc1ccc(NC(=O)CN(C)C(=O)c2ccc(S(=O)(=O)Nc3ccccc3F)cc2)cc1	3.0%	-10.2%	14.2%	1.7%	-1.1	8.5%	-1.3%	-3.0%	0.8%
Cc1ccc(NC(=O)c2cccc(S(=O)(=O)N3CCCc4ccccc43)c2)nc1	29.7%	-26.1%	11.5%	-0.1%	-0.8	-7.1%	1.8%	-2.9%	0.4%
C=CCNC(=O)NC(=O)COC(=O)/C=C/c1cccc([N+](=O)[O-])c1	9.9%	-7.7%	4.5%[57.1 µM]	8.4%[57.1 µM]	-0.1	-9.2%	-1.7%	14.2%	3.7%
O=C(COc1ccc(Br)cc1F)NC1CC1	45.4%[activator]	-5.9%	-15.3%	-4.3%	-0.7	0.5%	.	0.6%	3.0%
O=C(CSc1n[nH]c(=O)n1C1CC1)Nc1ccc(Cl)c(Cl)c1	-14.1%	-9.8%	34.7%	8.6%[0.0914 µM]	-9.6	-11.6%	-10.0%	22.5%	-6.2%
CCC(C)n1c(=O)c2sccc2n2c(CCCC(=O)NCc3ccccc3Cl)nnc12 (centres undefined)	13.3%	-8.6%	20.7%	3.9%	-0.9	-7.1%	11.5%	-16.2%	-7.1%
O=c1c2ccccc2nnn1CSc1nc2ccccc2c(=O)n1Cc1ccco1	14.3%	-17.4%	13.5%	5.3%	5.0	.	4.4%	0.0%	1.7%
Cc1ccc(CSc2ccc3nnc(-c4ccccn4)n3n2)cc1	19.6%	-10.6%	8.1%[57.1 µM]	6.2%[57.1 µM]	0.5	4.1%	1.2%	7.9%	-8.7%
CCNC(=O)NC(=O)CSc1ccccc1F	38.4%	2.7%	13.4%	-4.0%	-9.2	-7.0%	-4.9%	3.1%	6.5%
CC(=O)Nc1ccc(S(=O)(=O)NC2=NCN(c3cccc([N+](=O)[O-])c3)CN2)cc1	18.7%	-16.5%	16.4%	2.4%	2.8	-4.3%	0.0%	3.6%	-0.9%
CCn1c(SCC(=O)NC2CCCC2)nnc1-c1ccoc1C	5.8%	-24.5%	6.0%	1.4%	2.2	0.3%	-2.9%	-9.0%	8.3%
O=C1CC(N2CCN(c3ccccn3)CC2)C(=O)N1c1ccc(Cl)cc1 (centres undefined)	21.7%	-6.5%	-16.7%	-9.1%	3.7	0.3%	-1.8%	-7.8%	-1.6%
COCCCN(C(=O)C1CCC1)c1c(N)n(Cc2ccccc2)c(=O)[nH]c1=O	27.8%	-19.5%	-3.5%	-3.2%	-3.2	-0.8%	0.9%	0.0%	3.8%
COC(=O)CN1C(=O)C(O)(c2c(C)[nH]c3ccccc23)c2ccccc21 (centres undefined)	71.7%[activator]	-5.4%	23.0%[57.1 µM]	9.7%[57.1 µM]	0.5	1.0%	-9.3%	-18.1%	21.6%
C#CCOc1ccc(CNC[C@H]2O[C@@H](n3ccc(N)nc3=O)[C@H](O)[C@@H]2O)cc1	.	2.3%	.	.	-7.2	1.5%	.	4.1%	3.5%
Cc1cc2oc3c(c(=O)c2cc1C)C(c1ccc(F)cc1)N(CCCN1CCOCC1)C3=O (centres undefined)	24.5%	-2.2%	-35.1%	-4.3%	-3.3	3.3%	1.9%	-5.4%	-1.5%
c1ccc2[nH]c(CCCc3nc4ccccc4[nH]3)nc2c1	54.0%[activator]	-19.6%	8.8%[57.1 µM]	6.9%[57.1 µM]	-2.5	i	2.0%	4.5%	-11.0%
CC1CCC(NC(=O)c2nn(C)c(=O)c3ccccc23)CC1 (centres undefined)	.	-7.8%	.	.	-4.2	8.9%	.	2.9%	12.2%
CC(C)(C)n1ncc2c(=O)n(CC(=O)NCc3ccc(F)cc3)cnc21	41.2%[activator]	-15.8%	13.3%	3.7%	-0.2	7.8%	-0.6%	0.9%	0.2%
O=C(COC(=O)CC12CC3CC(CC(Br)(C3)C1)C2)NC(=O)NCc1ccco1	0.0%	-20.6%	?	-11.6%	4.5	-9.2%	0.7%	7.0%	-20.5%
CCOC(=O)c1[nH]c2c(c1Cc1ccccc1OC)C(=O)CC(c1ccc(OC)cc1)C2 (centres undefined)	7.9%	-6.9%	12.7%	2.6%	-0.4	i	14.2%	-11.2%	9.1%
(continued)
SMILES	HP1b binding inh	USP1-UAF1 inh	rTrxR1 inhibitor	TrxR1 substrate	PI4K2A inh	Tb PGK inh	Pin1 inhibitor	IDH1 R132H inh	GLS inh
Cc1ccc(C(=O)Nc2ccc3c(c2)OCCO3)cc1	30.4%	-5.3%	4.3%[57.1 µM]	8.2%	-26.4	?	2.5%	15.7%	2.0%
COC(=O)/C(=C/c1ccco1)NC(=O)c1ccccc1	27.8%	3.3%	-24.1%	-15.7%	1.4	-9.9%	-3.5%	1.8%	6.9%
CCC(=O)N(C)CCc1cc2c(c(OC)c1/C=N/NC(=O)c1ccncc1)OCO2	22.1%	-19.4%	?	-4.4%	-1.9	-5.3%	-3.6%	5.9%	1.3%
Cc1cccc(NC(=S)NC(=O)CCc2ccccc2)c1	88.3%[activator]	-21.7%	?	0.1%	2.7	2.2%	2.2%	2.9%	1.9%
COc1ccc(Cn2ccnc2SCC(=O)Nc2ccccc2OC)cc1	-8.9%	-21.5%	-12.5%	-11.3%	-2.8	-1.6%	-0.4%	9.8%	-0.7%
Cc1ccc(C(=O)Nc2c(C(=O)NCc3ccco3)cnn2-c2ccccc2)cc1	-0.3%	-11.7%	-10.6%	1.5%	0.5	-7.8%	-3.6%	12.3%	-0.4%
COc1ccc2oc(=O)c(C(=O)NCc3ccccn3)cc2c1	29.5%	-18.1%	-7.4%	204.6%[activator]	-6.6	i	0.2%	7.0%	-12.4%
O=C(CSC1CS(=O)(=O)c2cc([N+](=O)[O-])ccc21)NNC(=O)c1ccccc1 (centres undefined)	32.1%	-12.5%	-37.4%	3.2%[11.4 µM]	8.5	-4.5%	8.1%	10.1%	-12.6%
CC1(C)CC(=O)C2=C(C1)N(Cc1cccnc1)C(=O)C2(NC(=O)c1ccc(F)cc1)C(F)(F)F (centres undefined)	12.1%	-6.4%	-12.5%	-9.1%	1.6	0.9%	3.5%	-0.5%	2.1%
CC(=O)N1CCc2cc(S(=O)(=O)N3CCCCC3C)ccc21 (centres undefined)	27.3%	-19.4%	23.9%	2.2%	0.5	-4.3%	-3.5%	-3.5%	8.7%
Cc1ccc(S(=O)(=O)N(C)C[C@@H]2Oc3c(NS(C)(=O)=O)cccc3C(=O)N([C@H](C)CO)C[C@@H]2C)cc1	39.9%	-20.1%	-12.4%	2.8%	-0.9	8.8%	-5.3%	-4.7%	-4.1%
O=C(N1CCc2cc(S(=O)(=O)NC[C@H]3O[C@@H](n4ccc(=O)[nH]c4=O)[C@H](O)[C@@H]3O)ccc2C1)C(F)(F)F	8.4%	-16.7%	-4.3%	-0.5%	2.1	-4.0%	2.5%	-0.3%	-6.9%
CC(OC(=O)c1cccc([N+](=O)[O-])c1)C(=O)NCc1ccc2c(c1)OCO2 (centres undefined)	15.5%	-6.4%	19.3%	-4.5%	-2.5	-7.3%	-3.4%	-17.7%	13.7%
Cc1ccc(-c2csc(NC(=S)NC(=O)c3ccco3)n2)cc1	16.4%	-17.8%	1.9%	-0.3%	-3.4	i	-0.2%	6.6%	1.4%
COCCCNC(=O)c1cc(S(=O)(=O)NCCCN2CCCC2=O)ccc1Cl	23.9%	-6.5%	-4.8%	-7.9%	-3.6	-6.9%	-16.9%	3.2%	3.8%
CC(NC(=O)c1cccs1)c1n[nH]c(=S)n1C (centres undefined)	-11.1%	-14.7%	?	-4.9%	0.2	-2.2%	-9.4%	1.3%	0.7%

Full records as entered above. Values in the order: HP1b binding inh | USP1-UAF1 inh | rTrxR1 inhibitor | TrxR1 substrate | PI4K2A inh | Tb PGK inh | Pin1 inhibitor | IDH1 R132H inh | GLS inh
CCC(=O)N(C)CCc1cc2c(c(OC)c1/C=N/NC(=O)c1ccncc1)OCO2 is listed as 22.1% | -19.4% | ? | -4.4% | -1.9 | -5.3% | -3.6% | 5.9% | 1.3%
COC(=O)/C(=C/c1ccco1)NC(=O)c1ccccc1 is listed as 27.8% | 3.3% | -24.1% | -15.7% | 1.4 | -9.9% | -3.5% | 1.8% | 6.9%

Compound activity (PubChem BioAssay)
